TRPC4 PAM: allosterically enhances the mouse TRPC4 cation channel. Q9QUQ5. HEK293 TRPC4beta/mu-opioid, DAMGO EC20, Fluo-4 Ca2+ flux; stronger effect = higher value. B-score at 10 µM. 0.42% of 310,000 active. AID 2227;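 active = B-score of calcium response area above 5 SD of library B-scores, with initial fluorescence ratio within 5 SD of library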;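 also: B-score of integrated fluorescence ratio over time as area under calcium response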
TMEM16A inh: blocks the mouse calcium-activated chloride channel TMEM16A | 1.2% of 310,000 active | HEK293 TMEM16A/YFP iodide influx fluorescence, ionomycin | normalized B-score (activity score, 25-100; higher = stronger inhibition) at 10 µM | AID 588511;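 active = ratio plate-corrected score three or more library SD toward inhibition, starting fluorescence score within five deviations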;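 also: score derived from kinetic fluorescence span divided by baseline fluorescence per well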
KCNQ1 block: human KCNQ1 channel inhibition; P51787; AID 2642; CHO-K1 KCNQ1, FluxOR thallium flux fluorescence; stronger effect = higher value; B-score at 10 µM; 1.3% of 310,000 active;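 active = compounds whose thallium flux B-score, printed positive for inhibition, exceeds three library SD while starting fluorescence stays within three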;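 also: channel opened by potassium depolarization with thallium stimulus after 20 min compound exposure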
hERG rescue: shields human hERG channel from block by proarrhythmic agents | Q12809 | CHO-hERG, FluxOR thallium flux, dofetilide IC70 present | activation (rescue from dofetilide block), less the hit threshold, % at 10 µM | 0.51% of 310,000 active | AID 1511;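 active = activation above the mean of controls blocked by dofetilide plus 5 SD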;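 also: thallium influx through hERG after potassium depolarization seen as dye fluorescence rise; in these data hits start at about 4.7%; inactives centre near -7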
Target sequence (Q12809 whole entry, looked up): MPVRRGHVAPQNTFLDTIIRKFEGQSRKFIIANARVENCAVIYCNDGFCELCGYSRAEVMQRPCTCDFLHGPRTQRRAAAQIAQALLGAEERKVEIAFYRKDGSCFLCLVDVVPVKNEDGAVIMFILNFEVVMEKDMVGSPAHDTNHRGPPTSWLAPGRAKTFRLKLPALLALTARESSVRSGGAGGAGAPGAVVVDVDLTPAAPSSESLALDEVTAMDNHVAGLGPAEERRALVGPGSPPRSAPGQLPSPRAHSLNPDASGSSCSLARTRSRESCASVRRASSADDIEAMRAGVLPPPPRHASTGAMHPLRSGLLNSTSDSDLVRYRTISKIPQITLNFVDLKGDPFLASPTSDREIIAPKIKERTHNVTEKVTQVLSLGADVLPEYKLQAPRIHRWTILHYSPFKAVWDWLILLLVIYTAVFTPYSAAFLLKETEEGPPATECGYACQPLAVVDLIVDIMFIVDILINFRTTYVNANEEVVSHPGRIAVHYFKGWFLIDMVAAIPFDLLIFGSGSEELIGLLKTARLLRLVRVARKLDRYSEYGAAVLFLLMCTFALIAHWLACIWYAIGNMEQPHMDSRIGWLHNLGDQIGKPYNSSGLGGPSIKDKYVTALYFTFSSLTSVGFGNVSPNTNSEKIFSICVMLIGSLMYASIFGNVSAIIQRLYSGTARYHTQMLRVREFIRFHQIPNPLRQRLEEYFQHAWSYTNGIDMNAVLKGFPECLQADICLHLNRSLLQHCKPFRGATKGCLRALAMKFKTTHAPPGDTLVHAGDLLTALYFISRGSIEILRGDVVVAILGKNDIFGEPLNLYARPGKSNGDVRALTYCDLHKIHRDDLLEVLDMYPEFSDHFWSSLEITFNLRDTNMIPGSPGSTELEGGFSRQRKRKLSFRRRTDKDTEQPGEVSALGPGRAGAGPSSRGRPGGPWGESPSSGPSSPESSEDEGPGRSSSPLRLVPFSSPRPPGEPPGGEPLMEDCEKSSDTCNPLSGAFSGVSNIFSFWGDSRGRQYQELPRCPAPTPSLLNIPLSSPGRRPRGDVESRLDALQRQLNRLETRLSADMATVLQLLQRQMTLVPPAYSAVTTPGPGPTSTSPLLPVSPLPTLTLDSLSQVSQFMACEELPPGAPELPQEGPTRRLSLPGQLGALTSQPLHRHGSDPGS
KCNK9 block: human KCNK9 channel inhibition | HEK293 KCNK9, FluxOR thallium flux fluorescence; stronger effect = lower value | B-score at 10 µM | 1.2% of 310,000 active | AID 488922;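 active = ratio B-score over 3 SD below the library mean, with starting fluorescence within 5 SD of its mean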;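 also: negative B-score means less thallium flux so channel inhibition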
KCNK3 inh: human KCNK3 channel inhibition, primary screen. O14649. CHO-KCNK3 thallium flux, FluxOR fluorescence; stronger effect = lower value. B-score at 10 µM. 0.84% of 340,000 active. AID 602410;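 active = B-score under library mean minus 4 SD, starting fluorescence ratio at most library mean plus 5 SD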;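 also: more negative B-score means stronger inhibition of thallium flux through KCNK3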
ANO1 activ: activates or potentiates the mouse TMEM16A chloride channel; Q8BHY3; HEK293 TMEM16A/YFP-H148Q/I152L, iodide quench fluorescence; stronger effect = lower value; B-score at 10 µM; 0.3% of 340,000 active; AID 623877;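 active = fluorescence-ratio B-score plate-corrected deviation score at least 3 library SD below zero, with starting fluorescence score within 5 deviations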;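 also: channel opened by trigger with iodide after compound preincubation; score built on the fluorescence ratio of max minus min over baseline; more negative score means more quench and so TMEM16A activation or potentiation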
HDAC3 inhib: inhibitors of human histone deacetylase 3; O15379; recombinant HDAC3, fluorogenic peptide/trypsin coupled, fluorescence; inhibition, % at 8.3 µM; 0.15% of 320,000 active; AID 2718; in the data active = inhibition above about 26%, passing the limit was not always enough
TRPC4 act: activators of mouse TRPC4 channel. Q9QUQ5. HEK293 TRPC4beta/mu-opioid, Fluo4 calcium fluorescence; stronger effect = higher value. B-score at 10 µM. 0.49% of 310,000 active;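 active = B-score above 5 SD of library B-scores, and initial fluorescence ratio not above library mean plus 5 SD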;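 also: positive B-score marks a calcium rise read as TRPC4 activation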
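system = HEK293 cells stably co-expressing mouse TRPC4beta and mu-opioid receptor | schedule = Fluo4 dye loading 45 min at room temperature, 110 s recording | measure = B-scored integrated calcium fluorescence ratio | signal = Fluo4 calcium-sensitive dye fluorescence, kinetic, 1 Hz baseline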
KCNQ1 act: potentiators or activators of human KCNQ1 potassium channel. P51787. CHO-K1 KCNQ1, thallium flux FluxOR fluorescence; stronger effect = higher value. B-score at 10 µM. 0.35% of 310,000 active. AID 2648;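 active = fluorescence ratio B-score, a plate-corrected score, at least three library SD, with initial intensity B-score within 5 SD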
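System: CHO-K1 cells stably expressing KCNQ1 / Medium: assay buffer for compound exposure, DMSO matched across wells / Reagent: thallium- and potassium-containing depolarizing buffer / Compound: one concentration, matched DMSO / Incubation: 20 min compound pretreatment at room temperature / Measured by: kinetic FluxOR fluorescence, 10 s baseline plus 110 s post-stimulus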
Dyrk1A ADPGlo: blocks rat Dyrk1A kinase activity; Q63470; ADP-Glo luminescence, NFATc1 peptide; inhibition, % at 12.5 µM; 0.43% of 310,000 active; in the data active = inhibition above about 50%;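 also: plate controls were vehicle with enzyme for no effect and no enzyme for full effect; many of its hits are not listed in these tables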
Starred values were filed as active, the others as inactive; i = inactive; / = no result given. The list is partial; the hit share may differ from the screen's.

molecule	ANO1 activ	TMEM16A inh	HDAC3 inhib	TRPC4 PAM	KCNK9 block	Dyrk1A ADPGlo	hERG rescue	TRPC4 act	KCNK3 inh	KCNQ1 act	KCNQ1 block
O=[N+]([O-])c1cc(-c2n[nH]c(-c3ccccc3)n2)cc([N+](=O)[O-])c1	i	i	1	i	i	-1	-9	i	i	i	i
CCC(C)Sc1nc2c([nH]c3ccccc32)c(=O)n1C (centres undefined)	i	i	15	i	i	4	-2	i	i	i	i
Cc1cc(C)c2c(SC(C)C)nc(N)nc2n1	i	i	0	i	i	0	-2	i	i	i	i
Cc1c(C(=O)OCC(=O)Nc2c(C)n(C)n(-c3ccccc3)c2=O)oc2ccccc12	i	i	0	i	i	0	-11	i	i	i	i
CCc1ccc(NC(=S)N(CCN2CCOCC2)Cc2ccccc2F)cc1	i	i	7	i	i	-2	-18	i	i	i	i
CCn1c(COc2ccccc2C)nnc1SCC(=O)NCc1ccccc1	i	i	-5	i	i	-4	-5	i	i	i	i
Cc1cc(C)n(S(=O)(=O)/C=C/c2ccccc2)n1	i	i	-1	i	i	-4	-15	i	i	i	i
CN(CCO)S(=O)(=O)c1ccc2c(c1)C(=NN)c1cc(S(=O)(=O)N(C)CCO)ccc1-2	i	i	6	i	i	-2	-10	i	i	i	i
COC(=O)c1sc(N2C(=O)C(O)=C(C(=O)c3ccc(C)o3)C2c2cc(OC)ccc2OC)nc1C (centres undefined)	i	i	10	i	i	-7	-2	i	i	i	i
O=C(Nc1ccc(F)cc1)C1CCN(S(=O)(=O)c2cccs2)CC1	i	i	-4	i	i	-2	-12	i	i	i	i
COc1ccc(C(=O)NC(C)c2nc3ccccc3[nH]2)cc1OC (centres undefined)	i	/	/	i	i	-8	-12	i	i	i	i
COc1cc(OC)cc(C(=O)NCCCn2ccnc2)c1	i	i	-5	i	i	11	-7	i	i	i	i
CC(C)CC(=O)O/N=C1\C(=O)N(Cc2ccc(Cl)cc2)c2ccc([N+](=O)[O-])cc21	/	i	1	i	i	/	-13	i	/	i	i
O=C(NC1=NCCS1)c1sc2ccccc2c1Cl	i	i	3	i	i	-1	-10	i	i	i	i
Cc1noc(C)c1CSCC(=O)N1CCN(c2ccc(F)cc2)CC1	i	i	-1	i	i	3	-5	i	i	i	i
C/C(CC(=O)NCc1ccco1)=N\NC(=O)Cc1ccccc1	i	i	-3	i	i	-4	-6	i	i	i	i
COC(=O)c1ccc(C(C2C(=O)CC(C)(C)CC2=O)C2C(=O)CC(C)(C)CC2=O)cc1	i	i	-1	i	i	1	0	i	i	i	i
C=CCN(CC(=O)c1sc(C(=O)OCC)nc1C)c1cccc(Br)c1	i	i	6	i	i	10	2	i	i	i	i
CN1CCN(S(=O)(=O)c2cccc(C(=O)N(c3ccccn3)C3CCCCC3)c2)CC1	i	i	-5	i	i	3	-11	i	i	i	i
NC(=O)CC(NC(=O)c1ccccc1)c1ccc(N2CCN(c3ccccc3)CC2)c([N+](=O)[O-])c1 (centres undefined)	i	i	4	i	i	0	-7	i	i	i	i
Cc1ccc(S(=O)(=O)c2nnn3c2nc(NCCCN2CCCC2=O)c2ccccc23)cc1C	i	i	8	i	i	-1	-11	i	i	i	i
Cc1ccc(C)c2[nH]c(=O)c(CN(CCN3CCCC3)C(=O)Nc3ccc(F)cc3)cc12	i	i	-1	i	i	7	-15	i	i	i	i
O=C(NCCCN1CCc2ccccc2C1)Nc1ccc(Br)cc1	i	i	-5	i	i	0	-24	i	i	i	i
NC(=O)c1ccc(NC(=O)Cn2c(=O)n(-c3ccccc3)c(=O)c3oc4ccccc4c32)cc1	i	i	2	i	i	-5	-6	i	i	i	i
CCN(CC)C(=O)c1sc(N)c(C(=O)OC(C)C)c1C	i	i	4	i	i	1	-7	i	i	i	i
C1CCC(c2nn3c(-c4n[nH]c5c4CCC5)nnc3s2)CC1	i	i	/	i	i	13	-15	i	i	i	i
COc1ccc(OC(=O)Nc2ccccc2)cc1	i	i	0	i	i	3	-6	i	i	i	i
CCCNC(=O)c1ccc(N2CCC3(CC2)CC(c2cccc(Br)c2)=NO3)c([N+](=O)[O-])c1	i	i	1	i	i	-8	-31	i	i	i	i
COc1ccc(NC2=NC(=S)N(c3ccc(C)cc3)C23CCCCC3)cc1	i	i	-2	i	i	0	-16	i	i	i	i
COc1ccc(C(=O)Nc2nnc(S(=O)(=O)N3CCC(C)CC3)s2)cc1OC	i	i	-1	i	i	/	-5	i	i	i	i
CCOc1ccc(-c2[nH]ncc2-c2ccc(OC)c(OC)c2)c(O)c1	i	i	-3	/	/	14	/	/	i	/	/
CCOC(=O)N1CCN(CC(=O)c2ccc(O)c(C)c2O)CC1	i	i	-1	i	i	-4	-7	i	i	i	i
CCOC(=O)CSc1ccc(C(=O)N2CCN(C)CC2)cc1[N+](=O)[O-]	i	i	-7	i	i	8	-7	i	i	i	i
CC(C)Oc1ccc(C(=O)N2CCCC2C(=O)O)cc1 (centres undefined)	i	i	0	i	i	/	-7	i	i	i	i
COc1ccc(-n2c(SCC(=O)Nc3ccccc3)nc3c(c2=O)SCC3)cc1	i	i	7	i	i	-2	-18	i	i	i	i
Cc1nn(CCOc2cccc(Br)c2)c(C)c1[N+](=O)[O-]	i	i	4	i	i	/	-11	i	i	i	i
COCCNC(=O)c1cc2oc3ccccc3c2n1C	i	i	1	i	i	2	-11	i	i	i	i
Cc1ccc(-c2nn(-c3cccc(F)c3)cc2CNCCc2ccncc2)o1	i	i	-4	i	i	4	-23	i	i	i	i
Cc1cc(C)nc(NS(=O)(=O)c2ccc(NC(=O)C3CC(=O)N(c4ccccc4)C3)cc2)n1 (centres undefined)	i	i	-6	i	i	-1	3	i	i	i	i
Cc1cccc2c(C(=O)Nn3cnnc3)cc(-c3ccccc3Cl)nc12	i	i	-6	i	i	/	-5	i	i	i	i
COc1ccc(S(=O)(=O)N2CCCOC2CNC(=O)C(=O)NCc2ccncc2)cc1 (centres undefined)	i	i	1	i	i	2	-6	i	i	i	i
O=C(Nc1ccccc1SCC1CSc2nc3ccccc3c(=O)n21)c1ccccc1Cl (centres undefined)	i	i	1	i	i	5	-11	i	i	i	i
CC(=O)Nc1ccc(S(=O)(=O)C(C#N)c2nc3ccccc3nc2NCCN2CCOCC2)cc1 (centres undefined)	i	i	-18	i	i	3	-6	i	i	i	i
CC(=O)Oc1ccc(N(C(C)=O)S(=O)(=O)c2cccs2)c2ccccc12	i	i	-4	i	i	17	-7	i	i	i	i
CC(=O)NC(=S)Nc1sc2c(c1C(N)=O)CCC(C)C2 (centres undefined)	i	i	5	i	i	1	-5	i	i	i	i
C=C1CCC(OC(C)=O)C2(C)CCC3C(C)C(=O)OC3C12O (centres undefined)	i	i	-2	i	i	-4	-6	i	i	i	i
CC(C)N1CCN(Cc2ccc3nsnc3c2)CC1CCO (centres undefined)	i	i	0	i	i	-2	-14	i	i	i	i
O=C(CN1CCC(NC(=O)C2CC2)CC1)Nc1ccccc1[N+](=O)[O-]	i	i	0	i	i	-4	-6	i	i	i	i
O=C(NCCN1C(=O)S/C(=C\c2ccc(Cl)cc2)C1=O)c1ccc(F)c(S(=O)(=O)N2CCOCC2)c1	i	i	-2	i	i	-14	-6	i	i	i	i
COc1ccc(NC(=O)CSc2nc3c(c(=O)n2-c2ccc(C)cc2)SCC3)c(OC)c1	i	i	5	i	i	10	-17	i	i	i	i

Shown with each value named: entries from further up
> CCOc1ccc(-c2[nH]ncc2-c2ccc(OC)c(OC)c2)c(O)c1
  ANO1 activ = i
  TMEM16A inh = i
  HDAC3 inhib = -3
  TRPC4 PAM = /
  KCNK9 block = /
  Dyrk1A ADPGlo = 14
  hERG rescue = /
  TRPC4 act = /
  KCNK3 inh = i
  KCNQ1 act = /
  KCNQ1 block = /

> CCOC(=O)N1CCN(CC(=O)c2ccc(O)c(C)c2O)CC1
  ANO1 activ = i
  TMEM16A inh = i
  HDAC3 inhib = -1
  TRPC4 PAM = i
  KCNK9 block = i
  Dyrk1A ADPGlo = -4
  hERG rescue = -7
  TRPC4 act = i
  KCNK3 inh = i
  KCNQ1 act = i
  KCNQ1 block = i

> CCOC(=O)CSc1ccc(C(=O)N2CCN(C)CC2)cc1[N+](=O)[O-]
  ANO1 activ = i
  TMEM16A inh = i
  HDAC3 inhib = -7
  TRPC4 PAM = i
  KCNK9 block = i
  Dyrk1A ADPGlo = 8
  hERG rescue = -7
  TRPC4 act = i
  KCNK3 inh = i
  KCNQ1 act = i
  KCNQ1 block = i

Next part.
molecule	ANO1 activ	TMEM16A inh	HDAC3 inhib	TRPC4 PAM	KCNK9 block	Dyrk1A ADPGlo	hERG rescue	TRPC4 act	KCNK3 inh	KCNQ1 act	KCNQ1 block
O=c1c2c3c(sc2nc(NCCO)n1Cc1ccco1)CCCCC3	i	i	-3	i	i	2	-2	i	i	i	i
CC(=O)OC(C#CCN1CCOCC1)c1ccccc1 (centres undefined)	i	i	3	i	i	1	-10	i	i	i	i
NS(=O)(=O)c1ccc(NC(=O)CSc2nnc(-c3cnccn3)n2-c2ccccc2)cc1	i	i	-1	i	i	-5	-1	i	i	i	i
COc1ccc(N2CC(C(=O)Nc3ccc([N+](=O)[O-])cc3Br)CC2=O)cc1 (centres undefined)	i	i	-8	i	i	-1	-8	i	i	i	i
CCN1CCN(CCNC(=O)CSCc2nc(-c3ccc(OC)c(OC)c3)oc2C)CC1	i	i	-6	i	i	-2	0	i	i	i	i
Cc1ccc(/C=N/N=C2/NC(=O)CS2)o1	i	i	3	i	i	5	-9	i	i	i	i
COc1ccc(CNC(=O)C(C)OC(=O)c2cccn2C)cc1 (centres undefined)	i	i	2	i	i	1	-5	i	i	i	i
O=C1CCC([N+](=O)[O-])C(c2cc3c(cc2Br)OCO3)N1 (centres undefined)	i	i	0	i	i	-3	-10	i	i	i	i
Cc1ccccc1-c1cc(-c2ccccc2O)on1	i	i	5	i	i	-28	-7	i	-9.2*	i	i
CC1CCCC(C)N1CCCNC(=O)Cn1c(=O)c2cccn2c2cccnc21 (centres undefined)	i	i	-1	i	i	-4	-2	i	i	i	i
CCOC(=O)C(C)Oc1c(Br)cc(C2NC(=O)NC(C)=C2C(C)=O)cc1OCC (centres undefined)	i	i	6	i	i	5	-12	i	i	i	i
CCCn1c(=N)n(CC(O)COc2cccc(C)c2)c2ccccc21 (centres undefined)	i	i	2	i	i	7	-3	i	i	i	i

Bioassay records deposited in PubChem BioAssay by several laboratories.
